# FLuc stim CS – firefly luciferase counter-screen for stimulation assays. P08659. AID 1027. ATPlite luciferase biochemical, luminescence, 10 min; 0 = ATP-free wells, 1 = DMSO control. 200,000 tested, under 10 active. activation factor at 10 µM;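 active = luciferase activation factor, scaled between plate controls, of at least 2 with compound at 10 µM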
# Target sequence (P08659 whole entry, looked up): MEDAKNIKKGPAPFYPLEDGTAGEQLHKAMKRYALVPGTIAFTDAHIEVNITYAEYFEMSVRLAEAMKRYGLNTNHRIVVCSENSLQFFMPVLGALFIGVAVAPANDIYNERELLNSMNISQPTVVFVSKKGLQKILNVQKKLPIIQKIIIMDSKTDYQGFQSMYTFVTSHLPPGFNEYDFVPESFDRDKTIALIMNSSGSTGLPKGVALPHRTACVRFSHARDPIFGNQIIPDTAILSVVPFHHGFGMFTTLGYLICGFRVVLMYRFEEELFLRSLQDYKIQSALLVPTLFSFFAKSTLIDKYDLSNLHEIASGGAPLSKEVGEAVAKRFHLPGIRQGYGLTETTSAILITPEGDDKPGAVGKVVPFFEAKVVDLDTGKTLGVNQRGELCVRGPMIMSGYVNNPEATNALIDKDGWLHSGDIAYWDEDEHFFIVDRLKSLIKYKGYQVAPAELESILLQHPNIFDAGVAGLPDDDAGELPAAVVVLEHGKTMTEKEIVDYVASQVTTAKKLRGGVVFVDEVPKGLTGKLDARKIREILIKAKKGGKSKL
#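 Assay system – cell-free luciferase reagent · Medium – PBS-based ATP solution · Dosing – test compounds dosed from 2 mM stocks in 100% DMSO · Timing – 10 min, room temperature · Technique – light output (luminescence) · Measure – luminescence gain marking luciferase activators · Controls – No-ATP low control, compound-free enzyme-plus-ATP high control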
# TNAP act hiacc – increases human TNAP activity under high phosphate acceptor concentration; purified TNAP, CDP-star luminescence, 1 M DEA, 30 min; active compounds read high; 0 = EDTA background, 1 = DMSO-only activity; activation factor at 20 µM; 200,000 tested, under 10 active; AID 1136;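 active = activation factor at least 2 at 20 µM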
# Target sequence (P05186 whole entry, looked up): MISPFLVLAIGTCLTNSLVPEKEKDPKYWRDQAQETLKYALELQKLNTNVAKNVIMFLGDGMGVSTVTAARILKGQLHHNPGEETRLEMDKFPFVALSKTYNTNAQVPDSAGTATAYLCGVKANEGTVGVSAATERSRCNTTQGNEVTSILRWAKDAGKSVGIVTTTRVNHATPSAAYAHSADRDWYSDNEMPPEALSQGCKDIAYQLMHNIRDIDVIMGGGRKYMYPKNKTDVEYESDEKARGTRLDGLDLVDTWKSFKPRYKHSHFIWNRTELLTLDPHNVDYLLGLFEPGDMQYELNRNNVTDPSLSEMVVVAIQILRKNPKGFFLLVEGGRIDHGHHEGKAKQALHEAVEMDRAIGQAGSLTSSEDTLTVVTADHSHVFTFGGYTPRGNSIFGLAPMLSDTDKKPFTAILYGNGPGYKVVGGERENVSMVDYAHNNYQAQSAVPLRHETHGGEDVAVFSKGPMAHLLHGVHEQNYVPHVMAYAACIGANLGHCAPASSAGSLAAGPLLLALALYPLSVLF
#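 Test system – human TNAP · Doses – 20 µM single point · Incubation – 30 min, room temperature · Signal – luminescent substrate turnover signal · Read-out basis – activation factor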
# TNAP inh no acc – inhibitors of human TNAP without phosphate acceptor | inhibition, % at 20 µM | purified TNAP, CDP-star luminescence, 30 min | P05186 | actives 0.26% (n = 200,000);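 active = tissue-nonspecific alkaline phosphatase inhibition above about 50% at 20 µM in the single-dose screen, limit read from the data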;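 also: 0% = DMSO negative control and 100% = EDTA positive control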
# Diaph inh CS – counter-screen for diaphorase-based assays: diaphorase inhibitors and chemical oxidizers; diaphorase resazurin-to-resorufin fluorescence, NADH, 16 min; bacterial (C. kluyveri) enzyme, not human; inhibition, % at 20 µM; actives 0.69% (n = 190,000);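 active = primary screen inhibition at 20 µM above a set limit, cut at about 50% in these data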;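 also: plate controls were DMSO with full reaction for no effect and wells lacking NADH for full effect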
#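 Test system: bacterial diaphorase enzyme (C. kluyveri); Quantity: 0.14 U/mL diaphorase, enzyme working solution; Times: reaction incubation of 16 min at room temperature; Measured by: fluorescence of resorufin formed from resazurin, Ex 544/Em 590 nm; Benchmarks: positive control minus NADH, DMSO neutral control.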
# G6PDH CS – inhibits Leuconostoc G6PDH, flagging false hits in G6PDH-based assays; AID 1020; Purified L. mesenteroides G6PDH, diaphorase/resazurin coupled fluorescence, 45 min; actives 0.12% (n = 200,000); inhibition, % at 5 µM; in the data active = inhibition above about 50%
# Efa HMGR inh – blocks class II HMG-CoA reductase of Enterococcus faecalis. purified E. faecalis HMGR, NADPH absorbance 340 nm kinetic. inhibition, % at 10 µM. actives 0.41% (n = 190,000). AID 1066;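 active = inhibition above a set limit, the median over all tested compounds plus 3 SD, cut at about 9.5% in these data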;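 also: enzyme runs in reverse so mevalonate oxidation gives rising NADPH absorbance; 0% = complete reaction with DMSO and 100% = background rate lacking mevalonate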
# PMI act satM6P – activators of human phosphomannose isomerase at near-saturating mannose 6-phosphate; actives 0.34% (n = 190,000); activation factor at 20 µM; AID 1216; coupled PMI enzyme assay, resazurin fluorescence, 20 min; active compounds read high; 1 = untreated enzyme, 0 = substrate-free blank;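 active = activation factor of 2 or more at 20 µM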
#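 assay system = human phosphomannose isomerase with PGI, G6PDH, diaphorase coupling enzymes | quantity = 15 ng/mL PMI | incubation = enzyme reaction with compound 20 min at room temperature | medium = HEPES pH 7.4 buffer with MgCl2 and Tween-20 | compound dosing = one concentration, 20 µM, in 1% DMSO | measured by = Diaphorase-driven resazurin-to-resorufin fluorescence, excitation 544, emission 590 nm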
# PMI activator – activators of human phosphomannose isomerase; P34949; purified human PMI, coupled resazurin fluorescence, 20 min; active compounds read high; 1 = vehicle control, 0 substrate-free wells; activation factor at 20 µM; actives 0.005% (n = 190,000); AID 1214;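 active = activation factor of 2 or more at 20 µM, relative to plate controls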
# TNAP inh hiacc – blocks human TNAP under high phosphate acceptor concentration. purified TNAP, CDP-star luminescence, 1 M DEA. inhibition, % at 20 µM. actives 0.03% (n = 200,000). AID 1135;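 active = over 50% inhibition of tissue-nonspecific alkaline phosphatase at 20 µM in the single-dose screen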;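 also: plate controls were DMSO wells for no effect and EDTA-quenched wells as full inhibition for full effect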
# Diaphorase act – activates diaphorase or chemically reduces, flagging diaphorase assay artifacts | Diaphorase/resazurin coupled assay, resorufin fluorescence, 16 min; active compounds read high; 1 = vehicle wells, 0 = NADH-free wells | activation factor at 20 µM | actives 0.005% (n = 190,000) | AID 1229;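 active = diaphorase activity raised at least twofold by the compound at 20 µM; inactive = activation factor below 2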
#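 System – purified diaphorase enzyme from Clostridium kluyveri · Input – enzyme 0.07 U/mL final · Also added – final NADH 0.114 mM, resazurin 0.1 mM · Measured by – fluorescence of resorufin, 544 nm excitation, 590 nm emission · Timing – 16 min enzyme reaction, ambient temperature · Measure – resorufin increase flagging diaphorase activators or reducers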
# An asterisk follows results filed as active. This is a random part of the collection; any-hit rate near 1.7%.
SMILES,FLuc stim CS,TNAP act hiacc,TNAP inh no acc,Diaph inh CS,G6PDH CS,Efa HMGR inh,PMI act satM6P,PMI activator,TNAP inh hiacc,Diaphorase act
C=CCSC1=C(C#N)C(c2cccc(OC)c2)CC(=O)N1 (configuration not stated),1,1,-6,20,-16,-4,0.8,0.8,-1,0.8
CCCCOC(=O)/C=C/c1ccc(OC(=O)OC)c(OC(=O)OC)c1,1.1,1,-11,4,4,-4,1.1,1,2,1
Cc1ccc(S(=O)(=O)N(C)C)cc1NC(=O)c1cncc(Br)c1,1,1,-6,5,3,-5,1,1,0,0.9
N#Cc1ccccc1NC(=O)CSc1nccn1CCc1ccccc1,1,1.1,-13,9,4,0,1,1,-5,0.9
Cc1cc(Oc2ccccc2)nc2ccc(O)cc12,1,1,-7,8,1,-2,0.9,0.9,0,0.9
CN(C)c1ccc(C(=O)OCC(=O)NCCC2=CCCCC2)cc1,1,1.1,-15,9,0,6,0.9,1,-6,0.9
Cc1ccc(-n2c(Cn3ncc4ccccc4c3=O)n[nH]c2=S)cc1,1,1,1,18,-5,-4,1,1,-1,0.8
CC(C)NC(=O)c1ccccc1NC(=O)C1COc2ccccc2O1 (configuration not stated),1,1,-12,24,0,-5,0.9,0.9,-3,0.8
O=C1CSC(c2ccc(Cl)cc2)N1 (configuration not stated),1,1,-15,5,-6,-4,1,0.9,2,0.9
C=CCN1C(=O)C2C3CC(=O)C(c4ccccc43)C2C1=O (configuration not stated),1,1,-4,-2,3,-4,1.1,1.1,-3,1
COc1ccc(C2NC(=O)c3n[nH]c(C)c32)c(OC)c1 (configuration not stated),1.1,1,-6,11,10,-1,1,1,-1,0.9
COc1ccc(Nc2nc(Cl)nc(Nc3ccc(OC)cc3OC)n2)c(OC)c1,1,1,-6,9,9,-1,0.9,0.9,-4,0.9
c1ccc(-c2noc(CC3CCCCC3)n2)cc1,0.9,1,-7,-5,1,-2,1,1,-2,1.1
COc1ccccc1C(=O)NCc1ccccn1,1,1.1,-10,2,4,0,1,1,-7,1
C/C(=N\N=C1\NC(=O)CS1)c1cccs1,1,1.1,-10,15,-5,3,0.9,1,-6,0.8
CCOC(=O)C1=NN(C(=O)Nc2cccc(C(F)(F)F)c2)C2C(=O)N(c3cccc(C(F)(F)F)c3)C(=O)C12 (configuration not stated),1,1,-1,22,-4,-3,0.8,0.8,2,0.8
COc1ccc(Cc2noc(CN3CCNC(=O)CC3)n2)cc1OC,1.1,1.1,-11,2,18,0,1,1,-6,1
CCOC(=O)N/N=C(/c1ccccc1)C1CCCCC1,1,1,-6,4,-3,-4,1.1,1.1,-1,1
CCOc1ccc(Br)cc1S(=O)(=O)NCCN(C)C,1.1,1.1,-8,10,2,-1,1.3,1.1,-8,0.9
O.O.O.O=S(=O)([O-])OC[C@H]1O[C@@H](O[C@]2(COS(=O)(=O)[O-])O[C@H](OS(=O)(=O)[O-])[C@@H](OS(=O)(=O)[O-])[C@@H]2OS(=O)(=O)[O-])[C@H](OS(=O)(=O)[O-])[C@@H](OS(=O)(=O)[O-])[C@@H]1OS(=O)(=O)[O-].[Al],1.1,1,-5,14,11,-8,1,1,1,0.9
Cc1cccc(OCC(=O)O/N=C(\N)Cc2cccs2)c1,1.1,1,-5,7,2,-2,1,1,-3,0.9
Cc1ccc(C(C(=O)Nc2ccc3c(c2)OCO3)N(C)C(=O)/C=C\c2ccc3c(c2)OCO3)cc1 (configuration not stated),1,1,-7,23,-11,-3,0.9,0.9,-4,0.8
CCOc1ccccc1NC(=O)CSc1nnnn1-c1ccc(C(=O)OC)cc1,1,1,-2,25,3,-8,0.9,0.9,-1,0.7
O=C(Cc1ccccc1)Nc1cccc(NC(=O)c2cccs2)c1,1,1,-9,11,-8,-3,1,0.9,-1,0.9
Cc1ccc(C)c(N(C(=O)Cc2cccs2)C(C(=O)NC2CCCC2)c2ccc(C)o2)c1 (configuration not stated),1,1,-9,19,1,-1,0.9,0.9,-3,0.8

# Two compounds picked at random from those above:
SMILES,FLuc stim CS,TNAP act hiacc,TNAP inh no acc,Diaph inh CS,G6PDH CS,Efa HMGR inh,PMI act satM6P,PMI activator,TNAP inh hiacc,Diaphorase act
Cc1ccc(-n2c(Cn3ncc4ccccc4c3=O)n[nH]c2=S)cc1,1,1,1,18,-5,-4,1,1,-1,0.8
COc1ccc(Cc2noc(CN3CCNC(=O)CC3)n2)cc1OC,1.1,1.1,-11,2,18,0,1,1,-6,1

# (cont.)
SMILES,FLuc stim CS,TNAP act hiacc,TNAP inh no acc,Diaph inh CS,G6PDH CS,Efa HMGR inh,PMI act satM6P,PMI activator,TNAP inh hiacc,Diaphorase act
O=C(NCCCn1ccnc1)c1cn(-c2ccccc2)nc1-c1ccc(F)cc1,0.9,1.1,-16,1,8,-3,0.9,1,-5,1
Cc1ccc2c(c1)N(CCCC(=O)NCCCN1CCCC1=O)C(=O)CO2,1,1,-11,-4,21,2,1,1,-2,1
Cc1[nH]nc(SCC(=O)NCC(C)C)c1[N+](=O)[O-],1.1,1,-8,-7,3,-1,1.5,1.3,-3,1.1
O=C(O)C1CC(=O)N(CCc2ccccc2)C1 (configuration not stated),1,1,-11,15,2,-2,0.9,0.9,2,0.8
CN1CCN(/C=N/c2c(C#N)cnn2C)CC1,1,1,-16,8,-1,-2,1,1,-5,0.9
COc1c(Cl)cc(Cl)cc1/C=N/n1cnnc1,1.1,1.1,0,-17,5,-5,1.1,1.2,-8,1.2
COC(=O)CSc1[nH]c2ccc(Br)cc2c1[N+](=O)[O-],1,1,-8,-1,7,1,1,1,4,1
Cc1ccc(NC(=O)CNC2CCS(=O)(=O)C2)cc1C (configuration not stated),1,1,-5,-9,6,-2,1.1,1.1,1,1.1
CCOC(=O)CC(=O)CSc1nnc2sc3ccccc3n12,0.8,1,-10,5,7,-4,1.1,1.1,-4,0.9
COc1cccc(C(=O)OCC(=O)Nc2ccccc2N2CCOCC2)c1,1,1,-7,8,3,1,0.9,0.9,-2,0.9
N#CC(c1ccccc1)(c1ncc(C(F)(F)F)cc1Cl)N1CCOCC1 (configuration not stated),1.1,1.1,-9,8,-3,2,1,1,-6,0.9
CCC1CCCCN1C(=O)c1noc(C(C)C)c1[N+](=O)[O-] (configuration not stated),1.1,1,-2,8,-7,-2,1.1,1,-2,0.9
Cc1cccc(NC(=O)COc2cccc3c2CCN(Cc2ccccc2)C3=O)c1C,1.1,1.1,-13,19,-9,-5,0.9,0.9,-6,0.8
CC(C)(C)NC(=O)CN(Cc1cccnc1)C(=O)c1csnn1,1,1.1,-9,21,11,-7,0.9,1,-7,0.8
COC(=O)CN1C(=O)C(O)(CC(=O)c2ccc(Cl)cc2)c2ccccc21 (configuration not stated),1,1.1,-11,25,-12,-6,0.8,0.9,-5,0.8
CCCN(CCC)c1cc(Cl)nc(N)n1,1,1,-14,5,8,1,0.8,0.9,-4,0.9
CCOc1ccccc1NC(=O)c1ccc(OCC)c([N+](=O)[O-])c1,1,1,-9,5,8,-3,1,1,2,1
CCc1onc(C)c1C(=O)Nc1cc(C)ccc1OC,1,1,-19,-7,5,-7,1.1,1.1,-2,1.1
COc1cccc(CNC(=O)CSCc2cnn(-c3ccccc3)c2-n2cccc2)c1OC,1.1,1.1,-14,26,3,-4,0.9,0.9,-9,0.7
CC12CCC(C(=O)NCc3ccc(Cl)cc3)(OC1=O)C2(C)C (configuration not stated),1,0.9,-13,13,-2,0,1,0.9,7,0.9
Cc1ccccc1N1CCN(C(=O)c2ccccc2NC(=O)/C=C\C(=O)O)CC1,1,1,-8,5,-2,1,1,1,-3,1
Cc1ccc(-n2c(-c3nn(C)c(C)c3Cl)n[nH]c2=S)cc1,0.9,1,16,12,14,-8,1,0.9,-5,0.9
COc1ccc(S(=O)(=O)N2CCCC2C(=O)Nc2ccc(O)cc2)cc1 (configuration not stated),1,1,-7,17,9,4,0.9,0.8,2,0.8
Cc1nn(CCc2n[nH]c(=S)n2C)c(C)c1Br,1,1,15,19,11,-3,1,0.9,2,0.8
CCOC(=O)CCCCC(=O)c1[nH]c(=O)[nH]c1CSc1nc2ccccc2[nH]1,1,1,-46,46,3,0,0.6,0.9,1,0.5
Cc1noc(C)c1S(=O)(=O)Nc1ccc(C(=O)N2CCc3ccccc3C2)cc1,1.1,1.1,-9,20,6,-3,0.9,1,-8,0.8
Cc1ccc(S(=O)(=O)CCC(=O)Nc2cccc(C)c2)cc1,1,1,-9,10,-2,2,0.9,1,-5,0.9
CC1CCCCN1C(=O)CSc1nc2ccccc2n1CC(=O)N1CCc2ccccc21 (configuration not stated),1,1.1,-7,26,6,-6,0.9,1,-8,0.7
COC(=O)c1cc(OC)c(OC)cc1NC(=O)CSc1ccc(C)cc1,1,1,-2,14,7,-2,0.9,0.9,0,0.9

# Record cards, from the list above.
# Shown for CCC1CCCCN1C(=O)c1noc(C(C)C)c1[N+](=O)[O-] (configuration not stated) = FLuc stim CS: 1.1; TNAP act hiacc: 1; TNAP inh no acc: -2; Diaph inh CS: 8; G6PDH CS: -7; Efa HMGR inh: -2; PMI act satM6P: 1.1; PMI activator: 1; TNAP inh hiacc: -2; Diaphorase act: 0.9
# Shown for CCc1onc(C)c1C(=O)Nc1cc(C)ccc1OC = FLuc stim CS: 1; TNAP act hiacc: 1; TNAP inh no acc: -19; Diaph inh CS: -7; G6PDH CS: 5; Efa HMGR inh: -7; PMI act satM6P: 1.1; PMI activator: 1.1; TNAP inh hiacc: -2; Diaphorase act: 1.1

# Just PMI activator and Diaphorase act, for four of the compounds above:
structure	PMI activator	Diaphorase act
COC(=O)CSc1[nH]c2ccc(Br)cc2c1[N+](=O)[O-]	1	1
Cc1ccc(NC(=O)CNC2CCS(=O)(=O)C2)cc1C (configuration not stated)	1.1	1.1
CCOC(=O)CC(=O)CSc1nnc2sc3ccccc3n12	1.1	0.9
COc1cccc(C(=O)OCC(=O)Nc2ccccc2N2CCOCC2)c1	0.9	0.9
